Assay outcomes as filed in PubChem BioAssay.
Salmonella PhoP GFP – PhoP-dependent GFP reporter repression – Salmonella Typhimurium, primary screen (AID 1863) | S. Typhimurium PhoP-regulated promoter GFP reporter, 4 h; higher % means a stronger effect | inhibition, % at 50 µM; hits with a dose series show IC50 in µM | hit rate 0.16% among 300,000;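 active = inhibition over 29.93%, a cutoff 3 SD above the screen mean, later confirmed by dose response; inconclusive = inhibition over 29.93% but no dose response follow-up; inactive = inhibition at most 29.93% or unconfirmed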;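 also: 0% = low Mg2+ inducing control and 100% = high Mg2+ repressing control; strong numbers were not always called active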
LYP phosphatase – inhibitors of LYP phosphatase, biochemical, fluorescence intensity, uHTS (AID 1779) | one-dose inhibition, % at 11.5 µM; IC50 in µM for titrated hits | recombinant LYP phosphatase, fluorescence intensity; higher % means a stronger effect | hit rate 0.054% among 290,000; in the data active = inhibition above about 50%;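 also: plate controls were vehicle with enzyme for no effect and no enzyme for full effect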
CSM14.1 death rescue – rescue of cells from ER stress-induced death, primary screen, 384-well, CSM14.1, thapsigargin, ATP luminescence (AID 1222); cellular ATP content (survival), % at 20 µM, or EC50 in µM where a hit was titrated; 190,000 tested, under 10 active; CSM14.1 thapsigargin-induced death rescue, ATP luminescence; higher % means a stronger effect;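 active = EC50 below 50 µM in the dose-response confirmation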;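 also: death triggered by thapsigargin at about 15 µM added after 2 h compound pretreatment; cell ATP read after overnight thapsigargin exposure of roughly 18 to 22 hours; normalized against plate controls of thapsigargin alone and 5% DMSO vehicle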
NS5 inhibitors – flavivirus cap methylation enzyme inhibition – biochemical, confirmation dose response, primary screen (AID 588689); inhibition, % at 25 µM, or IC50 in µM where a hit was titrated; Dengue-2 NS5 methyltransferase capping enzyme assay, biochemical; higher % means a stronger effect; hit rate 0.3% among 340,000; in the data active = a potency from the dose series; inconclusive = inhibition above about 29% without an active follow-up result
MgcRacGAP inhibition – MgcRacGAP GTPase-activating activity inhibitors, confirmation, biochemical, ADP Hunter fluorescence | hit rate 0.6% among 340,000 | inhibition, % at 30 µM; hits with a dose series show IC50 in µM | MgcRacGAP-stimulated Rac1 GTP hydrolysis, ADP Hunter fluorescence; higher % means a stronger effect; GST-tagged Rac1 F28L mutant substrate;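 active = first-screen hits whose inhibition reached a set limit at any dose in the follow-up dose series; inconclusive = inhibition above the set first-screen limit but never retested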;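 also: fluorescence reports GDP produced by GAP-driven GTP hydrolysis; strong numbers were not always called active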
RSV antiviral HEp-2 – RSV antiviral activity via CPE protection, HEp-2 cells, primary 10 µM value included (AID 2391) | CPE inhibition, % at 10 µM, or IC50 in µM where a hit was titrated | hit rate 0.13% among 310,000 | HEp-2 cells, RSV-induced CPE inhibition; higher % means a stronger effect; in the data active = a potency from the dose series; inconclusive = CPE inhibition mostly from about 23% at the one dose, without a potency; inactive = the rest, 99 in 100 with CPE inhibition below about 21%; also: strong numbers were not always called active
Large T inhibition – SV40 large T antigen inhibitors, biochemical (AID 1903); SV40 large T antigen ATPase/helicase inhibition assay; higher % means a stronger effect; hit rate 0.39% among 310,000; one-dose inhibition, % at 20 µM; IC50 in µM for titrated hits; in the data active = a potency from the dose series; inconclusive = inhibition mostly from about 32% at the one dose, without a potency; inactive = the rest, 99 in 100 with inhibition below about 32%; also: strong numbers were not always called active
GPR35 arrestin U2OS – inhibition of zaprinast-stimulated GPR35 beta-arrestin translocation – imaging, U2OS, beta-arrestin-GFP, zaprinast agonist, primary screen (AID 2058) | U2OS GPR35 beta-arrestin-GFP translocation imaging, zaprinast antagonism; higher % means a stronger effect | one-dose inhibition, % at 10 µM; IC50 in µM for titrated hits | hit rate 0.052% among 290,000;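 active = inhibition of at least 50% with at least 30 cells and total cytoplasm GFP at most 10,000,000; inconclusive = under 30 cells or total GFP of 10,000,000 plus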
West Nile virus CPE – inhibition of WNV-induced cytopathic effect – cell-based, CPE readout (AID 1621) | hit rate 0.02% among 290,000 | CPE inhibition, % at 10 µM; hits with a dose series show IC50 in µM | West Nile virus-infected cells, CPE inhibition; higher % means a stronger effect; in the data active = a potency from the dose series; inconclusive = CPE inhibition mostly from about 3.7% at the one dose, without a potency; inactive = the rest, 99 in 100 with CPE inhibition below about 2.2%; also: strong numbers were not always called active
NS5 inhibitors pilot replicate – recorded beside NS5 inhibitors, whose call it bears; inhibition, %; measured here: pilot screen replicate inhibition
* = called active by the depositor; u = inconclusive; x = no result given. This is a random part of the collection, and some 1.5% of all compounds hit somewhere here.

SMILES	Salmonella PhoP GFP	LYP phosphatase	CSM14.1 death rescue	NS5 inhibitors	MgcRacGAP inhibition	RSV antiviral HEp-2	Large T inhibition	GPR35 arrestin U2OS	West Nile virus CPE	others
O=C(CCCCCCN1C(=O)c2ccccc2C1=O)N1CCC(c2ccccc2)C1 (centres undefined)	-4.9%	-6.8%	-0.7%	-9.7%	7.2%	4.6%	0.3%	6.8%	0.6%
CCOC(=O)C(CC)n1cnc2sc3c(c2c1=O)CCC3 (centres undefined)	-2.9%	-1.9%	-1.4%	14.5%	11.4%	-1.5%	12.9%	-5.1%	0.1%
O=C(c1ccc2c(c1)OCCCO2)c1cccs1	9.0%	2.6%	-3.0%	0.7%	-3.1%	1.9%	-2.6%	5.4%	0.4%
CCc1cccc(NC(=O)C2CCCN(S(=O)(=O)c3c(C)[nH]c(=O)[nH]c3=O)C2)c1 (centres undefined)	3.4%	-4.6%	0.7%	-2.1%	7.0%	2.9%	22.3%	-2.0%	0.0%
O=C1N(c2ccccc2)C(c2ccccc2)N2CCCN12 (centres undefined)	-10.3%	-6.9%	x	-6.9%	2.9%	0.1%	5.8%	-0.8%	0.1%
Cc1ccc(S(=O)(=O)N(Cc2cccc(C(F)(F)F)c2)C(=O)N2CCN(C)CC2)cc1	7.0%	x	x	2.9%	11.5%	2.5%	15.0%	x	x
O=C(c1ccc2c(c1)OCCO2)N(c1ccccn1)C1CCCCC1	1.3%	-4.5%	-1.4%	-0.7%	6.9%	2.1%	13.6%	-5.3%	-0.3%
N/C(=N\OC(=O)N1c2ccccc2Sc2ccccc21)c1ccc(Br)cc1	-2.2%	2.0%	-1.2%	3.7%	60.6%	1.9%	22.1%	-4.5%	-0.5%
CC(=O)Nc1cc(-c2nn(C)c(=O)c3ccccc23)ccc1N1CCCCC1	-11.0%	-4.9%	1.6%	-5.5%	0.4%	0.8%	14.8%	-7.6%	-0.5%	NS5 inhibitors pilot replicate=-7.0
S=c1[nH]nc(-c2cccnc2)n1Cc1ccccc1	-1.9%	-5.1%	0.4%	3.1%	7.0%	1.0%	34.4%	-9.3%	0.6%
COC(=O)c1ccc(Cl)cc1N(Cc1c(F)cccc1Cl)S(C)(=O)=O	-5.1%	-4.2%	x	7.7%	4.2%	0.4%	5.7%	5.2%	-0.9%
Cc1ccc(-c2cnc(SCC(=O)N3CCCc4ccccc43)n2C)cc1	-0.8%	-0.1%	-0.5%	-3.1%	4.3%	u	9.2%	-3.3%	-0.1%
CCCCNc1ccccc1C(=O)OCC(=O)Nc1ccc(S(N)(=O)=O)cc1	-5.9%	-5.1%	-1.8%	-1.4%	9.0%	10.7%	1.4%	-6.1%	0.4%	NS5 inhibitors pilot replicate=-6.4
Cc1ccc(NS(=O)(=O)c2ccc(C(C)(C)C)cc2)cn1	1.1%	-8.4%	x	-2.0%	5.8%	4.1%	-1.1%	7.6%	-0.4%
N#CCCSc1ncnc2c1oc1ccccc12	-11.3%	-1.1%	-0.5%	-2.7%	3.1%	-3.7%	0.7%	12.4%	0.3%
c1ccc(CCC2CCCCN2Cc2cn[nH]c2-c2cc3ccccc3o2)nc1 (centres undefined)	6.7%	1.3%	-2.7%	-2.3%	19.3%	-1.2%	21.1%	3.8%	-0.1%
COc1ccc(N(CC(C)C)S(=O)(=O)c2nnc(NC(=O)CC(C)C)s2)cc1	15.6%	-7.1%	x	0.7%	2.7%	4.4%	-1.6%	-14.1%	1.7%
Cc1ccc(NC(=O)NCc2ccc3c(c2)OCO3)cc1C	6.9%	-2.1%	5.4%	2.7%	11.7%	1.0%	-1.1%	3.6%	-0.4%
Cc1cccc(NC(=O)c2ccc(F)c(S(=O)(=O)NCc3ccco3)c2)c1	12.4%	-10.7%	x	7.1%	-10.6%	4.7%	16.4%	3.8%	0.7%
CSCc1cc(N2CCOCC2)nc(SCc2ccc(Cl)cc2Cl)n1	11.5%	-3.3%	1.5%	-2.8%	0.5%	20.7%	-2.1%	5.0%	x
Cn1ncc(Br)c1C(=O)N1CCOCC1	7.8%	-9.2%	-0.7%	1.3%	3.9%	3.8%	17.8%	-4.2%	0.4%
O=C1NCCN(Cc2c(F)cccc2Cl)C1CC(=O)N1CCCO1 (centres undefined)	-6.0%	-3.0%	2.2%	0.0%	2.5%	-1.2%	12.5%	11.2%	0.2%
Cc1cc(C(=O)CSc2nnc(-c3cccnc3)n2-c2ccccc2F)c(C)n1CC1CCCO1 (centres undefined)	-6.3%	-1.4%	0.4%	6.9%	12.2%	1.2%	13.0%	19.7%	-0.3%
CC(=O)c1cc(-c2ccccc2)n(CCC(=O)NC(C)(C)C)c1C	-0.5%	-8.5%	-1.1%	-0.9%	3.5%	0.7%	1.1%	-4.2%	-1.2%

Fetched one by one from the list above, three records:
SMILES	Salmonella PhoP GFP	LYP phosphatase	CSM14.1 death rescue	NS5 inhibitors	MgcRacGAP inhibition	RSV antiviral HEp-2	Large T inhibition	GPR35 arrestin U2OS	West Nile virus CPE	others
Cc1ccc(NS(=O)(=O)c2ccc(C(C)(C)C)cc2)cn1	1.1%	-8.4%	x	-2.0%	5.8%	4.1%	-1.1%	7.6%	-0.4%
Cc1cc(C(=O)CSc2nnc(-c3cccnc3)n2-c2ccccc2F)c(C)n1CC1CCCO1 (centres undefined)	-6.3%	-1.4%	0.4%	6.9%	12.2%	1.2%	13.0%	19.7%	-0.3%
c1ccc(CCC2CCCCN2Cc2cn[nH]c2-c2cc3ccccc3o2)nc1 (centres undefined)	6.7%	1.3%	-2.7%	-2.3%	19.3%	-1.2%	21.1%	3.8%	-0.1%

(cont.)
SMILES	Salmonella PhoP GFP	LYP phosphatase	CSM14.1 death rescue	NS5 inhibitors	MgcRacGAP inhibition	RSV antiviral HEp-2	Large T inhibition	GPR35 arrestin U2OS	West Nile virus CPE	others
COc1ccc(NC(=O)/C(C#N)=C/c2ccc(OCc3ccccc3F)cc2)cc1	16.9%	5.1%	-2.7%	-2.9%	5.1%	0.3%	16.7%	3.2%	-0.7%
COc1ccc([N+](=O)[O-])cc1NC(=O)C(C)Sc1nc(-c2ccccc2)cs1 (centres undefined)	-15.7%	-9.4%	-2.1%	3.5%	8.4%	5.7%	23.1%	-8.7%	-0.8%
COc1ccc(S(=O)(=O)NC2CC(=O)N(c3ccccc3)C2)cc1C (centres undefined)	12.6%	x	x	3.6%	-0.4%	0.8%	17.8%	x	x
COc1ccc(C(C(=O)NCC2CCCO2)N(C(=O)CNC(=O)c2cccs2)c2ccc(C(C)=O)cc2)cc1OC (centres undefined)	-2.2%	-5.2%	2.1%	x	3.0%	-0.5%	6.3%	17.0%	0.3%
O=C(NC(CC(=O)N1CCCC(C(F)(F)F)C1)c1ccccc1)c1ccccc1Cl (centres undefined)	-1.4%	-4.4%	x	-3.5%	6.1%	1.9%	7.7%	14.1%	-0.3%
CCOC(=O)C1(CCCc2ccccc2)CCN(S(=O)(=O)N(C)C)CC1	-0.6%	-7.7%	x	0.0%	3.6%	7.2%	12.3%	1.1%	-1.1%
COc1ccc(C(CC(=O)O)NC(=O)C2CCCCC2)cc1 (centres undefined)	3.2%	-7.2%	0.1%	0.3%	-0.5%	0.1%	-0.6%	-5.5%	0.5%
COc1ccc(NC(=O)c2cnc(NS(=O)(=O)c3ccccc3)nc2)cc1	-0.2%	-2.7%	x	-8.3%	2.7%	2.5%	6.4%	15.2%	0.4%
C=CCN1C(=O)NC2(CCCCC2)C1=O	-7.2%	-4.6%	1.1%	4.0%	-1.8%	0.6%	-2.0%	0.0%	0.4%
Cc1cc(C)nc(N/N=C/c2cc(Br)ccc2O)n1	-7.6%	-4.8%	x	-4.8%	4.2%	-0.9%	8.8%	-5.5%	1.0%
Cc1ccc(C)c(Cn2c(C(C)O)nc3ccccc32)c1 (centres undefined)	-0.8%	-1.1%	-0.1%	0.7%	7.9%	0.5%	23.6%	12.7%	-0.2%
CCSc1nc2c(c(=O)n1-c1ccc(F)cc1)SCC2	-2.2%	-4.6%	1.0%	-4.8%	1.4%	-1.2%	7.4%	-7.2%	-0.7%
C/C(=N\NC(=O)C1CC1c1ccccc1)c1cccs1 (centres undefined)	11.9%	-6.4%	0.9%	-5.6%	13.2%	-0.7%	-8.6%	2.7%	-0.3%
COc1ccccc1N1C(=O)CC(N(O)c2ccccc2)C1=O (centres undefined)	-7.6%	-1.9%	x	-4.6%	-1.8%	2.7%	21.2%	2.6%	0.3%
Cn1ncc(Cl)c1C(=O)N1CCCc2ccccc21	13.1%	-6.1%	1.4%	7.4%	2.6%	0.0%	4.7%	-8.5%	0.1%
CC(=O)Nc1ccc(C(=S)NCCCO)cc1	3.2%	-5.2%	-0.2%	-3.8%	-9.4%	0.1%	14.8%	6.3%	-0.3%
Cc1cccc(C)c1NC(=O)C1CSC2(C)CCC(=O)N12 (centres undefined)	-1.2%	x	x	-5.9%	2.7%	-0.9%	17.2%	x	x
O=C(NCc1ccco1)C(Cc1ccccc1)NS(=O)(=O)c1cccc2nsnc12 (centres undefined)	3.9%	-2.6%	-0.1%	-4.8%	8.4%	0.2%	14.0%	8.8%	-1.7%
NC(=Nc1ccc(Br)cc1)c1ccccc1	-6.0%	-11.1%	x	-5.8%	10.5%	1.4%	7.4%	-1.3%	-0.5%
Cc1cc(C)c2c(SC(C)C)nc(N)nc2n1	-4.6%	-3.8%	x	u	-4.0%	11.4%	6.4%	4.8%	0.0%
Cc1ccc(OCC(=O)Nc2ccc(O)c(-c3nc4ccccc4o3)c2)cc1	-8.4%	0.8%	0.4%	x	7.0%	-0.2%	3.0%	-3.2%	x
COc1ccc(CCNCC(=O)Nc2c(C)cc(C)cc2C)cc1OC	6.3%	-7.5%	x	7.2%	10.7%	-2.3%	14.1%	6.7%	-1.9%	NS5 inhibitors pilot replicate=2.1
COc1ccc(N(C(C)C(=O)N/N=C(\C)C(C)(C)C)S(C)(=O)=O)cc1 (centres undefined)	-3.5%	-0.3%	3.4%	-6.4%	7.1%	0.8%	3.2%	0.7%	0.8%
CC#CC(=O)N1CCCC(Cc2cccc(OC)c2)(C(=O)OCC)C1 (centres undefined)	-5.1%	-7.9%	x	0.7%	9.3%	-0.6%	-2.5%	-3.5%	-0.3%	NS5 inhibitors pilot replicate=-3.6
O=C(C1CCCN1S(=O)(=O)c1cccc2nsnc12)N1CCCCCC1 (centres undefined)	-4.4%	-3.5%	x	-2.3%	3.5%	1.0%	6.1%	7.1%	-0.1%
CC(=O)n1c2c(c3ccccc31)OC(N)=C(C#N)C2c1ccc(C(C)C)cc1 (centres undefined)	-19.3%	-3.8%	5.3%	6.8%	5.4%	4.8%	18.6%	10.6%	-0.5%
O=C(COc1ccc(F)cc1F)Nc1cccnc1	2.0%	-5.9%	x	-5.9%	4.6%	0.8%	-4.8%	-11.8%	0.3%
